B2AR arrestin: agonists driving beta-arrestin recruitment to human beta2-adrenergic receptor; Potency, µM (highest dose often 46.1 µM), without a hit: top-dose activation, actives largely listed as activators; P07550; 0.02% of 330,000 active; beta-arrestin recruitment to beta2AR, cell-based reporter;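 further: potency means the concentration at half of the fitted maximal effect; 0% = DMSO controls and full agonism = EC100 isoproterenol or metaproterenol; nearly all actives have a fitted effect of over 65% in size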
TRPV1 ag: human TRPV1 agonism; 0.19% of 320,000 active; activation, % at 8.33 µM; TRPV1-expressing cells, Fluo-8 calcium influx, agonist mode; Q8NER1; in the data active means activation above about 80%; inconclusive means between about 30% and that limit; further: 0% is about no effect
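Fluo-8 calcium influx in TRPV1-expressing cells, kinetic read (ex 480/em 520 nm). Compound added and read 3 min for agonist activity, followed by capsaicin at EC20 final and 2 min further read for enhancement.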
p53 reactivator: restores transcriptional activity of mutant p53; H1299 p53-A138V BP100-luciferase reporter, luminescence, 24 h; AID 504706; Potency, µM (highest dose often 92.2 µM), inactives show top-dose activity change, positive = activation, actives largely listed as activators; 0.063% of 320,000 active; further: potency means the concentration at half of the fitted maximal effect; % of control where 0% means no effect; nearly all actives have a fitted effect of over 45% in size
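H1299 (p53-null), stable ts p53-A138V + BP100-Luc; 1000 cells/well, Opti-MEM/10% FBS; cpd 4 pt, 1:5; 24 h, 37 deg C, 5% CO2; detection reagent 10 min RT; luminescence.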
ELG1 repair inh: ELG1-dependent DNA repair inhibition; HEK293T ELG1-luciferase reporter, luminescence, 16 h; DNA damage induced by 5-fluorouridine; Potency, µM (titrated, usually from 46.1 µM), for inactives: top-dose activity change, negative = inhibition, actives largely listed as inhibitors; 2.3% of 330,000 active; further: potency means the concentration at half of the fitted maximal effect; on the % scale 0 is the no-effect control and ±100 the full control effect; nearly all actives have a fitted effect of over 55% in size
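5-Fluorouridine DNA damage + compound/DMSO, 2,000 cells/well, 16 h, 37 °C/5% CO2. ONE-Glo, 30 min RT, luminescence. Readout = decrease in reporter signal.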
a7 integrin act: activators of alpha7 integrin expression for muscular dystrophy; Potency, µM (series often up to 38.3 µM), inactives show at the highest dose activation, usual class: activators; AID 624291; alpha7betagal myoblasts, beta-gal FDG fluorescence, 48 h; 0.064% of 350,000 active;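 further: potency means the concentration at half of the fitted maximal effect; 100% = response of the positive control SU9516; nearly all actives have a fitted effect of over 60% in size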
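Alpha7betagal+/- myoblasts (passage 13) were plated 16-24 hr, then exposed to compounds (1:260 dilution of DMSO stock) for 48 hours at 37C. After MPER lysis, β-galactosidase reporter activity was read as FDG fluorescence (ex 480/em 540) after 30 minutes.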
BRCA1 expr act: activators of BRCA1 expression. MCF7-BRCA1-FFLuc reporter, luminescence, 48 h; response scale: scaled: vehicle 0%, 10 µM genistein 100%. Potency, µM (top dose mostly 46.1 µM), for inactives: top-dose activation, most hits filed as activators. 1.1% of 380,000 active. AID 624202; further: potency means the concentration at half of the fitted maximal effect; nearly all actives have a fitted effect of over 80% in size; some results filed as inactive show a strong effect at the top dose
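MCF7 cells carrying a BRCA1-firefly luciferase reporter (2000 cells/well, phenol-red free MEM) were attached for 2 h at 37 °C, then given compounds for 48 h. Luminescence was read 15 min after luciferase reagent; activity normalized to genistein (10 microM) and DMSO.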
PTAP TSG101 blk: blocks PTAP/TSG101 interaction to inhibit HIV-1 budding; 340,000 tested, under 10 active; Q99816; Potency, µM (series often up to 115 µM), for inactives: at the top dose activity change, negative = inhibition, actives largely listed as inhibitors; Fluorescence polarization, FITC-PTAP peptide / Tsg101 binding; active means well fitted inhibition curve with a large enough effect in the main read-out, with a control signal flat, not every such curve was filed as active; inconclusive means small, poorly fitted or top-dose-only effect, or effect the other way, or a change in a side signal; inactive means no such curve, though single readings can be large or run the other way; further: potency means the concentration at half of the fitted maximal effect; % of control where 0% means no effect
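Fluorescence polarization binding of Tsg101 binding domain (10 uM final) to FITC-labeled PTAP peptide (50 nM final) in HEPES pH 7.5 buffer with NaCl, Tween 20, EDTA, TCEP. Compounds added before peptide; binding 20 min at RT.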
MLL CXXC-DNA inh: inhibitors of human MLL CXXC domain-DNA interaction; AID 2662; Q03164; Potency, µM (highest dose often 115 µM), without a hit: top-dose activity change, negative = inhibition, hits mostly inhibitors; 0.037% of 290,000 active; MLL-CXXC / FITC-HOXA9 DNA fluorescence polarization; active means well fitted inhibition curve with a large enough effect in the polarisation, with a control signal flat, not every such curve was filed as active; inconclusive means small, poorly fitted or top-dose-only effect, or effect the other way, or a change in a side signal; inactive means no such curve, though single readings can be large or run the other way; the % refers to the polarisation; further: potency means the concentration at half of the fitted maximal effect
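Steps: dispense CXXC domain solution (7 uM) → pin compounds or unlabeled HOX-A9 DNA control → 5 min ambient → add FLSN-HOX-A9 solution (50 nM) → spin → 30 min ambient → fluorescence polarization. Tris pH 7.5/NaCl/DTT/BSA buffer.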
TCR act: activators of T cell receptors | primary human leukocytes, anti-CD3, IL-2 HTRF, 48 h | Potency, µM (titrated, usually from 9.22 µM), for the others: at the top dose activation of IL-2 secretion, hits mostly activators | 330,000 tested, under 10 active | AID 504894; further: % of control where 0% means no effect
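Primary human leukocytes receive a-CD3 beads and test compound and are incubated 48 hr. Secreted IL-2 is then assayed by HTRF, measuring 665nm acceptor emission after 320nm excitation of the europium donor.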
AT treatment: candidate therapy for ataxia-telangiectasia | […] A-T fibroblasts, KAP-1 phosphorylation AlphaLISA; neocarzinostatin DNA damage 30 min before lysis | Potency, µM (highest dose often 57.5 µM), for the others: top-dose activation, usual class: activators | 0.19% of 320,000 active; further: potency means the concentration at half of the fitted maximal effect; % of control where 0% means no effect; nearly all actives have a fitted effect of over 45% in size
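hTERT-immortalized A-T patient fibroblasts ([…]), 500 cells/well in OPTI-MEM, 1% FBS, got compounds for 60 min, then NCS for 30 min at 37C. Lysates were then assayed for phospho-KAP-1 by AlphaLISA (anti-pKAP1 donor, anti-KAP1 acceptor beads), 6 hr at 25C.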
* marks the source's active call; other numbers are inactive results; ? = inconclusive; nt = no result given; & = joins results of further samples; [ ] = remark or other dose. Unless noted, the call rests on the fitted dose curve; in most records, active means well fitted curve in the direction sought with a large enough effect; inconclusive means small, poorly fitted or top-dose-only effect, or another doubt; inactive means no such curve, though single readings can be large; an effect the other way counts as inactive or inconclusive.

SMILES | B2AR arrestin | TRPV1 ag | p53 reactivator | ELG1 repair inh | a7 integrin act | BRCA1 expr act | PTAP TSG101 blk | MLL CXXC-DNA inh | TCR act | AT treatment
CN1C(=O)c2cccc3c(S(N)(=O)=O)ccc1c23 | 0.1% | -1 | 4% | 6% | -21% | -13% | 0% | 2% | -5% | 2%
O=C(CSc1nnnn1C1CCCCC1)Nc1ccc(F)cc1 | -0.8% | 25 | 0% | 4% | 18% | 8% | -2% | -5% | -3% | -1%
CN(C)S(=O)(=O)c1cccc(NC(=O)CSc2nc3c(cc2C#N)C(=O)CC(C)(C)C3)c1 | -0.8% | 1 | -8% | ? | -55%[inhibitor] | -74% | -1% | -10% | 3%[46.1 µM] | -3%
CC(C)c1ccc(/C=N/n2c(-c3ccccc3)n[nH]c2=S)cc1 | -0.4% | ? | 20% | -11% | 21% | -10% | -4% | -1% | nt | ?
CCOC(=O)C1(Cc2ccc(Cl)cc2)CCN(CCCn2cccn2)CC1 | -0.4% | 2 | 1% | 2% | -31% | 0% | 0% | -11% | -8% | 2%
COc1ccc(OCC(=O)N/N=C/C2CC=CCC2)cc1 (centres undefined) | 0.2% | 3 | -3% | -10% | 0% | 17% | -1% | 0% | 2% | -1%
Cc1ccc2c(c1)/C(=N/OC(=O)c1ccc(F)cc1)CCS2 | -0.2% | -1 | 1% | 15% | 4% | -13% | -1% | 12% | 5% | 7%
CCN(C(=O)CN1CCN(c2cccc(Cl)c2)CC1)c1c(N)n(Cc2ccccc2)c(=O)[nH]c1=O | 0.0% | -2 | -1% | 1% | 1% | -16% | 1% | 13% | 3% | 3%
COc1ccc(CCNC(=O)C(=O)NCc2ccc(C)cc2)cc1OC | 0.2% | 0 | -4% | 9% | 20% | 1% | -2% | -3% | -2% | -6%
COc1cccc(CNC(=O)Cn2nc([N+](=O)[O-])c(Br)c2C)c1 | -0.6% | 7 | 5% | 9% | ? | 2% | -6% | -4% | 1% | -2%
O=C(NCC(c1ccco1)N1CCN(c2ccc(F)cc2)CC1)C(=O)NC1CCCCC1 (centres undefined) | 0.3% | 4 | 5% | 16% | -8% | -5% | 0% | nt | nt | 4%
O=C(Nc1ccc(C(=O)OC2CCCCC2)cc1)c1ccncc1 | -1.0% | ? | -34%[inhibitor] | ? | -1% | -7% | -2% | -6% | -2% | 1%
O=c1nc(/C=C/c2cccn2-c2ccc([N+](=O)[O-])cc2)cc(C(F)(F)F)[nH]1 | 0.3% | 1 | -1% | 19% | -16% | -19% | -2% | 23% | 6% | 0%
CC1CN(Cc2ccc(Cl)cc2Cl)CC(C)O1 (centres undefined) | -0.4% | -3 | 9% | ? | 28% | -33% | -7% | 3% | -43% | 0%
CC(=O)Nc1ccc(S(=O)(=O)NCCSCc2ccccc2Cl)cc1 | -0.5% | 5 | 5% | -19% | 17% | -38% | -2% | -2% | 2%[46.1 µM] | -3%
COc1ccc(C2C3=C(Nc4ncnn42)c2ccccc2CC3)cc1OC (centres undefined) | 0.0% | -3 | -2% | ? | nt | nt | nt | -8% | nt | 1%
COc1ccccc1C(=O)NCCC(=O)NC1=NCCS1 | 0.1% | -1 | 2% | ? | 2% | -5% | -4% | nt | -7% | -9%
CN(C)S(=O)(=O)c1ccc(C(=O)NCC(C)(C)N2CCOCC2)cc1 | 0.1% | -4 | -1% | 0% | 5% | -2% | -1% | 8% | -11% | 41%
O=C1Nc2ccccc2C1=Nc1ccc(-c2nnc3n2CCCCC3)cc1 | -0.1% | -2 | 7% | 3% | 5%&-2% | -24%&-14% | 1%&-6% | 0% | 2%&-5% | 3%
CN1C(=O)c2ccc(NC(=O)c3cccc4ccccc34)cc2C1=O | 0.0% | 2 | 1% | -3% | 20% | 12% | -4% | 5% | 3% | 8%
CCN(CC)CCN1c2ccccc2Sc2ccccc21 | -2.2% | 2 | 18% | 2% | -34% | -3% | nt | -5% | 4% | -4%
COc1cccc2c(=O)n(CC(=O)N3CCCCC3)ccc12 | -0.3% | 3 | 9% | 16% | -13% | 26% | -2% | 6% | 3% | -6%
COc1cc(/C=N/NC(=O)c2cc(-c3ccccc3)nc3ccccc23)ccc1O | 3.5% | -4 | 7% | ? | 23% | -6% | -3% | -11% | 4% | -6%
COC(=O)NC(NC(=S)Nc1cccc(C)c1)C(Cl)(Cl)Cl (centres undefined) | 0.2% | 1 | 1% | -4% | 13% | -7% | 0% | -8% | 4% | -1%[11.5 µM]
CCOC(=O)c1ccccc1N/C=C/C(=O)c1ccccc1 | nt | nt | nt | nt | 1% | -14% | 0% | nt | 3% | nt
CSCCC(NC(=O)c1ccccc1)C(=O)NCc1ccc(S(N)(=O)=O)cc1 (centres undefined) | -0.3% | 1 | -2% | 0% | 3% | 3% | 0% | 8% | 0% | 2%
COc1ccc(S(=O)(=O)N(C)C)cc1NCC(=O)Nc1ccc(Br)c(C)c1 | -1.0% | 27 | -1% | ? | -44% | -52% | -4% | 2% | 1% | -2%
Cc1ccc(-c2c(C(=O)N/N=C/c3ccc4c(c3)OCO4)nnn2-c2nonc2N)cc1 | 0.3% | -4 | -15% | -9% | -17% | -9% | -6% | 12% | -4% | -3%
COC(c1ccccc1)c1nnc(CCC(=O)NCCc2ccc(Cl)cc2)o1 (centres undefined) | -0.1% | -7 | -5% | -4% | -1% | -3% | 0% | -3% | 0% | 2%
Cc1ccccc1Cn1nc(C)c(NC(=O)C(F)(F)F)c1C | -0.1% | 1 | 4% | 1% | -8% | 2% | -4% | 27% | -2%[46.1 µM] | 15%
CC1CCCCC12NC(=O)N(CC(=O)NCc1ccccc1)C2=O (centres undefined) | 0.3% | nt | -10% | 15% | -6% | -9% | -2% | nt | 2% | 5%
CN(C)S(=O)(=O)c1cccc(NC(=O)c2cncc(Br)c2)c1 | 0.1% | 19 | 9% | -19% | 1% | 29% | -2% | -7% | -3%[46.1 µM] | -1%
COc1cccc(NC(=O)CN2CCN(c3ccc(F)cc3)CC2)c1 | -0.5% | 8 | 21% | -16% | -26% | 0% | -3% | 5% | 3% | -1%
COCCN1C2=C(C(=O)CC(C)(C)C2)C(c2ccc(O)c(OC)c2)C2=C1CC(C)(C)CC2=O | -3.3% | 1 | nt | 1% | -33% | -7% | -1% | 4% | -6% | 0%
COc1ccc(-c2csc3ncnc(N4CCN(S(=O)(=O)c5ccc(C(C)=O)cc5)CC4)c23)cc1 | 0.1% | 4 | -3% | ? | -48%[inhibitor] | -68% | 2% | nt | -16% | -2%
NC(Cc1ccc2nsnc2c1)C(=O)O (centres undefined) | nt | nt | nt | nt | 11% | 3% | 2% | nt | -2% | nt
O=C(c1cccs1)N1CCN(Cc2nc3ccccc3c(=O)[nH]2)CC1 | -0.8% | 0 | -2% | -2% | 16% | -44% | -6% | 9% | 0% | 0%
CC(=O)c1cccc(N2C(=O)Nc3ccccc3N2O)c1 | 0.0% | 3 | 0% | 2% | ? | 18% | -3% | -3% | 1% | 8%
CCOC(=O)c1ccc(NC(=S)NCc2ccc(S(N)(=O)=O)cc2)cc1 | 0.2% | 2 | 2% | 19% | -21% | -1% | -2% | 1% | -10% | 0%
N#C/C(=C/c1ccc(Br)s1)C(=O)NCCc1c[nH]c2ccccc12 | 3.3% | 5 | 2% | -24% | -34% | -57% | -2% | 6% | -2%[46.1 µM] | -4%
COc1ccc2cc(C[C@@H]3CC[C@@H](CNC(N)=O)O3)ccc2c1 | -0.1% | nt | ? | ? | 8% | 83% | -1% | nt | -4%[46.1 µM] | 1%
CN(C)CCCN(C(=O)COc1ccc(Cl)cc1)c1nc2c(F)cccc2s1 | -0.2% | 3 | 3% | 8% | -6% | 6% | -2% | 3% | 4% | 6%
COC(=O)CNc1nc(Cl)nc(Nc2ccc(Cl)cc2)n1 | -0.8% | -1 | 2% | 6% | -7% | 0% | 0% | 5% | -1% | 0%
COCCCNc1nc(CC(C)C)nc2c1nnn2Cc1ccccc1 | -0.5% | ? | nt | 13% | 57% | -28% | -2% | 0% | nt | 10%
COc1cccc(NC(=O)NC2CCN(Cc3nnnn3Cc3ccc4c(c3)OCO4)CC2)c1 | 0.1% | 6 | -8% | ? | -6% | -4% | 0% | 6% | -3% | 3%
CC(C)N1CC(C(=O)Nc2ccccc2)CC1=O (centres undefined) | -1.3% | 0 | 4% | 0% | 37% | -14% | -2% | -3% | -9%[46.1 µM] | nt
